Epigenetic reg: derepresses silenced GFP reporter in murine cells; murine LDR cells, GFP reporter derepression, 30 h; Potency, µM (highest dose often 53.9 µM), without a hit: top-dose GFP activation, most hits filed as activators; 280,000 tested, 0.2% active; AID 1865; active = well fitted activation curve with a large enough effect; inconclusive = small, poorly fitted or top-dose-only effect; note: % of control where 0% means no effect; nearly all actives have a fitted effect of over 60% in size
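Derepression of a silenced CMV-GFP reporter in murine LDR cells is scored by enumerating GFP-positive cells with a laser-scanning microplate cytometer after 30 hours of treatment at 37 C.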
* hit, by the source's call; ? = inconclusive. Potency is the fitted concentration of half-maximal effect.

| Epigenetic reg | smiles |
| --- | --- |
| -2.5% | CCOc1ccccc1NC(=O)C1CCN(S(=O)(=O)c2ccc3[nH]c4c(c3c2)CCCCC4)CC1 |
| -2.2% | Cc1ccccc1OCC(=O)Nc1ccc2nc(SCCOc3ccccc3)sc2c1 |
| 2.2% | O=C(Cn1nc2c(cc1=O)CCCC2)Nc1ccc(F)cc1F |
| -1.8% | Cc1ccc(-n2c(SCC(=O)N3CCc4ccccc43)nc3c([nH]c4ccccc43)c2=O)cc1 |
| 0.0% | COc1cccc(NC(=O)CSc2nc3c([nH]c4ccccc43)c(=O)n2-c2cccc(Cl)c2)c1 |
| 0.6% | CCOc1ccc(C(c2c(O)cc(C)n(Cc3ccco3)c2=O)N2CCCCC2)cc1 (stereo not drawn) |
| -0.4% | Cc1cc(C)c(NC(=O)CN2C(=O)c3cccnc3Oc3ccc(Cl)cc32)c(C)c1 |
| 0.0% | COc1ccccc1C(=O)OCc1cc(=O)n2nc(-c3cccs3)sc2n1 |
| 1.4% | COc1ccc(OC)c(NC(=O)N2CC(C)Oc3ccc(C)cc32)c1 (stereo not drawn) |
| -1.3% | CCN1CCN(CCCNC(=O)c2cnn(-c3ccc(C)cc3)c2C2CCN(C(=O)OC(C)(C)C)CC2)CC1 |
| -1.6% | Cc1nn(CCC(=O)Nc2ccc(Cl)cc2)c(C)c1S(=O)(=O)N1CCCCC1 |
| -1.6% | CCC(=O)Nc1ccc2nc(SCc3ccc(C)cc3)sc2c1 |
| 1.5% | CNC(=O)C1CCC(Cn2c(=O)c3sccc3n(Cc3ccc(F)cc3)c2=O)CC1 (stereo not drawn) |
| -1.3% | CC1=C(C(=O)Nc2ccccc2)C(c2cc(Br)ccc2F)n2ncc(C(=O)Nc3ccccc3)c2N1 (stereo not drawn) |
| -0.4% | O=C(CCNS(=O)(=O)c1ccc2c(c1)CCCC(=O)N2)Nc1cccc(Cl)c1 |
| 0.0% | CCCn1c2ccccc2c2cnn(CC(=O)NCCCN(Cc3ccccc3)C(C)C)c(=O)c21 |
| -0.4% | COc1ccccc1N1CCN(S(=O)(=O)c2ccc3[nH]c4c(c3c2)CCCC4)CC1 |
| -2.2% | CCn1c(CN2CCC(C)CC2)nc2cc(NC(=O)c3cccc([N+](=O)[O-])c3)ccc21 |
| 0.0% | Cc1ccc2c(c1)-c1onc(C(=O)N(C)c3ccc(F)cc3)c1CO2 |
| -2.2% | CCc1nnc2c(N3CCN(c4cc(Cl)ccc4C)CC3)nc3ccccc3n12 |

Gathered by group, those above with fluorine (4)
| Epigenetic reg | smiles |
| --- | --- |
| 2.2% | O=C(Cn1nc2c(cc1=O)CCCC2)Nc1ccc(F)cc1F |
| 1.5% | CNC(=O)C1CCC(Cn2c(=O)c3sccc3n(Cc3ccc(F)cc3)c2=O)CC1 (stereo not drawn) |
| -1.3% | CC1=C(C(=O)Nc2ccccc2)C(c2cc(Br)ccc2F)n2ncc(C(=O)Nc3ccccc3)c2N1 (stereo not drawn) |
| 0.0% | Cc1ccc2c(c1)-c1onc(C(=O)N(C)c3ccc(F)cc3)c1CO2 |

The list goes on.
| Epigenetic reg | smiles |
| --- | --- |
| -1.3% | O=C1CS(=O)(=O)C2(C(=O)N(Cc3ccc(F)cc3)c3ccccc32)N1c1cccc(C(F)(F)F)c1 (stereo not drawn) |
| 4.3% | COc1ccc2c(CNCCc3cccs3)c(C(=O)O)n(Cc3ccc(F)cc3Cl)c2c1 |
| -4.1% | CCCc1nn2c(=O)cc(COC(=O)c3ccccc3NC(=O)c3ccc(OCC)cc3)nc2s1 |
| 0.0% | O=C(NCc1ccccc1)c1nnc(Cc2cccc(F)c2)o1 |
| 2.2% | O=C(Cn1c(=O)n(Cc2nc(-c3ccccc3)no2)c(=O)c2ccccc21)Nc1cccc(Cl)c1 |
| 0.0% | Cc1ccc(CNC(=O)C(=O)NCC(c2ccc3c(c2)OCO3)N2CCOCC2)cc1 (stereo not drawn) |
| -2.0% | CCOC(=O)c1c(C)[nH]c(C)c1S(=O)(=O)N1CCCC(C(=O)NCc2ccccc2Cl)C1 (stereo not drawn) |
| 1.6% | CCN(CCCNC(=O)c1ccc(Sc2ccc(C)cc2)c(NC(C)=O)c1)c1cccc(C)c1 |
| -1.9% | O=C(OCC1CCCO1)c1ccc2c(c1)N(Cc1cccc(F)c1)C(=O)c1ccccc1S2(=O)=O (stereo not drawn) |
| 0.0% | Cc1cc(C)cc(OC(C)C(=O)Nc2nc3c(s2)CCCC3)c1 (stereo not drawn) |
| -1.3% | Cc1ccc(-n2ncc(C(=O)NC3CCCC3)c2C2CCN(C(=O)OC(C)(C)C)CC2)c(C)c1 |
| -6.5% | CCOc1ccc(-c2cc3c(=O)n(CC(=O)Nc4c(C)cccc4C)ccn3n2)cc1 |
| 1.1% | Cc1oc(-c2ccc(C(=O)NCc3ccccc3Cl)cc2)nc1CN1CCc2ccccc21 |
| ? | CC(C)Oc1ccc(CNC(=O)Nc2ccc3c(c2)N(C)C(=O)c2ccccc2S3)cc1 |
| -2.5% | COc1ccc(OC)c(NC(=O)C(C)n2nc(C)c3c(C)n(-c4ccccc4)nc3c2=O)c1 (stereo not drawn) |
| 0.3% | CCOC(=O)c1c(C)[nH]c(C)c1S(=O)(=O)N(C)CC(=O)Nc1ccc(OC)cc1 |
| 0.0% | CCN(CC)S(=O)(=O)c1nnc(NC(=O)c2ccc(Br)cc2)s1 |
| -1.2% | CNc1ncnc2c1cnn2-c1ccc(C)c(C)c1 |
| 4.0% | Cc1ccc(C)c(CS(=O)(=O)c2cn(CC(=O)N(C(C)C)C(C)C)c3ccccc23)c1 |
| 0.8% | CCOC(=O)c1c(C)oc2ncnc(N3CCN(c4ccccc4OC)CC3)c12 |

7 compounds from above, arranged by formula weight, largest number first:
| Epigenetic reg | smiles |
| --- | --- |
| -4.1% | CCCc1nn2c(=O)cc(COC(=O)c3ccccc3NC(=O)c3ccc(OCC)cc3)nc2s1 |
| 2.2% | O=C(Cn1c(=O)n(Cc2nc(-c3ccccc3)no2)c(=O)c2ccccc21)Nc1cccc(Cl)c1 |
| -1.3% | Cc1ccc(-n2ncc(C(=O)NC3CCCC3)c2C2CCN(C(=O)OC(C)(C)C)CC2)c(C)c1 |
| -2.5% | COc1ccc(OC)c(NC(=O)C(C)n2nc(C)c3c(C)n(-c4ccccc4)nc3c2=O)c1 (stereo not drawn) |
| 0.3% | CCOC(=O)c1c(C)[nH]c(C)c1S(=O)(=O)N(C)CC(=O)Nc1ccc(OC)cc1 |
| 0.0% | CCN(CC)S(=O)(=O)c1nnc(NC(=O)c2ccc(Br)cc2)s1 |
| 0.0% | Cc1cc(C)cc(OC(C)C(=O)Nc2nc3c(s2)CCCC3)c1 (stereo not drawn) |

The results go on:
| Epigenetic reg | smiles |
| --- | --- |
| -0.8% | CN(C)CCNC(=O)c1ccc2c(c1)NC(=O)C(CS(=O)(=O)Cc1cccc(Br)c1)N2 (stereo not drawn) |
| 7.1% | COc1ccc(CNC(=O)CSCc2ccc(C)cc2)c(OC)c1 |
| -1.1% | Cc1c(Cl)cccc1NC(=O)CCn1nc(C)c2c(C)n(-c3ccccc3)nc2c1=O |
| -1.1% | Cc1ccc(CNC(=O)c2ccc(NC(=O)N3CCSc4ncccc43)cc2)cc1 |
| -0.4% | CCCCN(C)S(=O)(=O)c1cc(-c2cc(C)no2)ccc1C |
| -0.2% | COc1ccccc1NC(=O)C1=C(C)Nc2c(C(=O)Nc3cccc(C)c3)cnn2C1c1ccccc1Cl (stereo not drawn) |
| 4.6% | CC(C)(C)OC(=O)N1CCC(c2c(C(=O)NCCN3CCC(Cc4ccccc4)CC3)cnn2-c2ccc(F)cc2)CC1 |
| 14.1% | O=C(Nc1ccc(Cl)cc1)c1cc(S(=O)(=O)NC2CCCCCC2)ccc1F |
| -1.2% | CCOc1ccc(CCNC(=O)C2CCN(c3ncnc4c3nc3n4CCCCC3)CC2)cc1 |
| -1.1% | COc1ccc(NS(=O)(=O)c2ccc(-n3cccn3)cc2)cc1OC |
| -1.9% | COc1ccc(N(Cc2nnc3n2CCCCC3)C(=O)Nc2cccc(C)c2)cc1Cl |
| -2.9% | Cc1ccc(SCc2nc(-c3ccc(C(=O)Nc4cc(C)ccc4C)cc3)oc2C)cc1 |
| -0.1% | Cc1nc(-c2ccccc2)sc1-c1ccc(SCC(=O)Nc2ccccc2)nn1 |
| -2.7% | Cc1cc(-c2ccc(C)c(S(=O)(=O)NCc3cccs3)c2)on1 |
| -0.5% | COc1ccc(CNC(=O)CCCn2nc(C)c3c(C)n(-c4ccccc4)nc3c2=O)cc1 |
| -1.3% | CC(C)(C)OC(=O)N1CCC(c2c(C(=O)N3CCN(c4ncccn4)CC3)cnn2-c2ccccc2)CC1 |
| 0.0% | COc1ccc(N2CCN(C(CNC(=O)c3cccc(OC)c3)c3cccnc3)CC2)cc1 (stereo not drawn) |
| 1.4% | CCN(CC)c1ccc2cc(-c3nc4sc5c(c4c(=O)[nH]3)CCC(C(C)(C)C)C5)c(=O)oc2c1 (stereo not drawn) |
| -3.0% | COC(=O)CNC(=O)N1CCN(S(=O)(=O)c2ccc3c(ccn3C)c2)CC1 |
| 2.5% | Cc1cccc(-n2ncc(C(=O)N3CCN(c4ccc(Cl)cc4)CC3)c2C2CCN(C(=O)OC(C)(C)C)CC2)c1 |
| 2.5% | CCc1ccc(NC(=O)C2=CC(c3ccc4c(c3)OCO4)=NS(=O)(=O)N2C)cc1 |
| -1.2% | CC(NC(=O)c1cccc(Nc2nc3ccccc3n3nnnc23)c1)c1ccccc1 (stereo not drawn) |
| -0.5% | COc1ccc(C)cc1NC(=O)CCS(=O)(=O)c1cc2c3c(c1)CCN3C(=O)CC2 |
| 11.1% | CC(=O)c1cccc(NC(=O)CCn2nc(C)c(S(=O)(=O)N3CCCCC3)c2C)c1 |
| -1.3% | CCN(CC)C(=O)c1sc2c(c1C)c(=O)n(-c1ccc(OC)cc1OC)c(=O)n2CC(=O)Nc1ccccc1 |
| -2.4% | CCN1CCN(c2ncc3c(n2)CCN(Cc2cc(F)cc(F)c2)C3)CC1 |
| 0.8% | Cc1cccc(N2CCN(CCCNc3ncnc4onc(-c5ccc(F)cc5)c34)CC2C)c1 (stereo not drawn) |
| -1.1% | CCOc1ccc(C2=CC(c3cccc(Br)c3)n3c(nc4ccccc43)N2)cc1Cl (stereo not drawn) |
| -0.9% | COc1ccc(C)cc1NC(=O)CSc1ncc2c(n1)-c1ccc(Cl)cc1N(Cc1ccccc1)S2(=O)=O |
| 0.0% | CC(C)(C)c1ccc(C(=O)NCC(c2cccnc2)N2CCc3ccccc3C2)cc1 (stereo not drawn) |
| -1.9% | CCCCc1nn2c(=O)cc(COC(=O)c3cccc(NC(=O)c4cccc(Cl)c4)c3)nc2s1 |
| 0.0% | CCC1CN(C(=O)Nc2cccc3c2CCCC3)c2ccccc2O1 (stereo not drawn) |
| -1.2% | CCCS(=O)(=O)N1CC(=O)N(c2ccc(C)c(Cl)c2)C(C)(C(=O)NC2CCCCCC2)C1 (stereo not drawn) |
| 0.8% | COc1ccc(-c2nnc(SCC(=O)NC3CCCC3)nc2-c2ccc(OC)c(OC)c2)cc1OC |
| 0.8% | CCCNC(=O)Cn1ncc2c3ccccc3n(CCC)c2c1=O |
| 0.0% | O=C(CSc1nc2c([nH]c3ccccc32)c(=O)n1-c1ccc(Cl)cc1)N1CCc2ccccc21 |
| 4.5% | O=C(Nc1ccc(F)cc1)c1cccn1-c1nnc(N2CCCCC2)s1 |
| -0.3% | CCCCCNC(=O)CCn1c(=O)[nH]c2ccccc2c1=O |
| 3.3% | Cc1ccc(OCC(=O)NCC2(N3CCOCC3)CCCCC2)cc1C |
| 10.5% | Cc1ccc(-n2ccnc(NCCc3ccccc3)c2=O)cc1C |
| -3.2% | COc1ccc(C2CC(=O)Nc3c2c(C)nn3-c2nc(C)cc(C)n2)c(OC)c1OC (stereo not drawn) |
| 2.7% | CC(C)NC(=O)Cn1c(=O)nc(-c2ccccc2F)c2cc(Cl)ccc21 |
| -1.5% | COc1cc(C(CC(=O)Nc2ncccc2C)N2Cc3ccccc3C2=O)cc(OC)c1OC (stereo not drawn) |
| 0.8% | COc1cc(C)ccc1OCCSc1nc2ccc(NC(=O)c3cccs3)cc2s1 |
| -1.3% | Cc1cc(C)cc(N2C(=O)CS(=O)(=O)C23C(=O)N(C)c2ccccc23)c1 (stereo not drawn) |
| 0.6% | CCCCCCOc1ccc(C2C(=O)N(C3CCCCC3)CC(=O)N2CCCC)cc1 (stereo not drawn) |
| 8.0% | O=[N+]([O-])c1cc(-c2nc(-c3ccccc3)no2)ccc1N1CCCC1 |
| 0.0% | CCOC(=O)N1CCN(Cc2nc3cc(NC(=O)c4ccccc4[N+](=O)[O-])ccc3n2C(C)C)CC1 |
| 0.9% | COC(=O)c1ccc(NC(=O)CC2C(=O)N(c3ccc(C)cc3)C(=O)N2Cc2ccc(OC)cc2)cc1 (stereo not drawn) |
| 1.5% | COCCc1nn2c(=O)cc(COC(=O)C(c3ccccc3)c3ccccc3)nc2s1 |
| 4.2% | CCC(C)NC(=O)CSc1nnc(-c2ccc(C)cc2)c(-c2ccc(C)cc2)n1 (stereo not drawn) |
| -0.7% | COc1ccccc1CNC(=O)C1CCCN(C(=O)c2cnn(-c3ccc(F)cc3)c2-n2cccc2)C1 (stereo not drawn) |
| -1.0% | Cc1ccc(-c2c(C)n3c4c(=O)n(C)c(=O)n(C)c4nc3n2CCO)cc1 |
| 4.5% | Cc1ccc(CNC(=O)CSC2=Nc3ccccc3N=C(c3ccc(F)cc3)C2)cc1 |
| 1.3% | CC(=O)c1ccc(N2CCN(c3ncnc4c3cnn4C)CC2)cc1 |
| 1.2% | COc1cc(NC(=O)Cn2c(SCc3ccc(F)cc3)nc3cccnc32)cc(OC)c1 |
| 4.8% | Cc1cc2c(n1-c1ccc(C(=O)NCC(C)c3ccccc3)cc1)CCCC2 (stereo not drawn) |
| 0.7% | COc1ccc(N2CC(NC(=O)COc3ccccc3C)CC2=O)cc1OC (stereo not drawn) |
| 0.0% | CCOCCc1nn2c(=O)cc(COC(=O)CNC(=O)c3ccc(C(C)(C)C)cc3)nc2s1 |
| 0.0% | O=C(NCCc1ccccc1)c1c2c(nc3ccccc13)C(=O)N(C1CCCCC1)C2 |
| 0.0% | Cc1oc2ncn(CC(C)C)c(=O)c2c1C(=O)NCCCN1CCC(C)CC1 |
| -1.0% | COc1ccc(-n2ccnc(NCCc3ccccc3)c2=O)cc1OC |

This is a subset; rates above refer to the full screens.
